# Screening data from PubChem BioAssay.
# TIM10 inh: growth inhibitors of isogenic TIM10 control yeast, primary screen, counter-screen for tim10-1 yeast inhibitor project, luminescence, uHTS; S. cerevisiae TIM10 strain growth, BacTiter-Glo luminescence, 24 h; inhibition, % at 10 µM; hit rate 1.4% among 330,000; AID 463195, 2010;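 active = inhibition of 40% or more at the single tested concentration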;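 also: wild-type TIM10 isogenic control strain grown at permissive 25 °C; 0% = DMSO yeast wells and 100% = minimal medium wells without yeast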
# tim23-1 inh: growth inhibitors of tim23-1 mutant yeast, primary screen, luminescence, uHTS; S. cerevisiae tim23-1 growth, BacTiter-Glo luminescence, 24 h; inhibition, % at 20 µM; AID 463212, 2010; hit rate 1.3% among 330,000;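 active = growth inhibition of the mutant yeast at or above 50%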;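 also: temperature-sensitive mutant grown at 25 °C; plate controls were DMSO-treated mutant yeast for no effect and medium wells lacking yeast for full effect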
# tim10-1 inh: growth inhibitors of tim10-1 mutant yeast, primary screen, luminescence, uHTS; AID 463190, 2010; hit rate 2.2% among 330,000; S. cerevisiae tim10-1 ts strain growth, BacTiter-Glo, 24 h; inhibition, % at 20 µM;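 active = inhibition of at least 40%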;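 also: mutant grown at 25 °C; 0% = DMSO wells with yeast and 100% = wells holding no yeast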
# APJ agonist: agonists of human apelin receptor APJ, primary screen, CHO-K1 cells, PathHunter beta-arrestin, luminescence; 0% DMSO wells, 100% apelin; activation, % at 20 µM; hit rate 0.11% among 330,000; AID 2520, 2010;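 active = activation more than six SD over the plate average, tested at 20 µM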;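 also: 0% = DMSO alone and 100% = apelin-13 at 10 nM; some results filed as inactive read as strong as hits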
# Target sequence (P35414 whole entry, looked up): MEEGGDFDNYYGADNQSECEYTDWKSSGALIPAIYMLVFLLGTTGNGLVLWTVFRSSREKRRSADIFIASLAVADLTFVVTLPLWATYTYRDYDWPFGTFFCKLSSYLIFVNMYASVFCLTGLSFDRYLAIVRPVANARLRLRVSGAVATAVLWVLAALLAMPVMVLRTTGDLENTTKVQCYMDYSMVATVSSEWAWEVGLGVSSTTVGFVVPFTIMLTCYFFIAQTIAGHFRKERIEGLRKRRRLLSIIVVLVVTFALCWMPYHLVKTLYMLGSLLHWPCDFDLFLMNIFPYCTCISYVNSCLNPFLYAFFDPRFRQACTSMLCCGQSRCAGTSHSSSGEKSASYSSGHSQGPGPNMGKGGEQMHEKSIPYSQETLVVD
#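 Assay system – PathHunter CHO-K1 APJ (AGTRL-1) beta-arrestin reporter cells · Compound – one dose, 20 µM compound, 1% DMSO · Timing – compound 90 min 25 °C, reagent 1 h · Measured by – luminescence from split beta-galactosidase complementation, Galacton Star/Emerald II substrate · Measure – beta-arrestin recruitment to APJ as agonist activity, luminescent signal · Benchmarks – DMSO vs Apelin-13 10 nM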
# MIN6 prolif: inducers of MIN6 beta-cell proliferation, primary screen, ATP luminescence, uHTS; MIN6 cells proliferation, ATPlite luminescence, 48 h; cells starved in 0.2% serum; 100% = growth in 10% serum; proliferation, % at 10 µM; hit rate 0.29% among 330,000; AID 2380, 2010;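 active = compounds whose signal lies at least 3.5 SD above the mean of all wells on their plate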;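 also: 0% = DMSO-treated cells in low-serum medium and 100% = 10% serum control; some compounds called inactive have numbers as strong as hits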
# GRIN3A LBD mod: binders of NR3A ligand-binding domain, primary screen, biophysical, differential scanning fluorimetry, uHTS; NR3A LBD differential scanning fluorimetry, Tm shift; 0% = protein alone, 100% = glycine-bound protein; AID 1259313, 2017; hit rate 2.5% among 340,000; Tm shift relative to glycine control, % at 25 µM;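 active = melting temperature shift of at least 10% of the positive control shift, at one fixed dose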
# MPTP block: mitochondrial permeability transition pore inhibitors, primary screen, biochemical, isolated mouse mitochondria, absorbance; hit rate 1.4% among 360,000; Ca2+ swelling absorbance, 30 min; inhibition, % at 10 µM; AID 602449, 2012;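 active = inhibition of 50% or more, scaled per plate between neutral and stimulator controls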;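 also: 0% = DMSO wells given calcium and 100% = 1 mM EGTA wells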
# NALP3 yeast inh: NALP3 inflammasome inhibitors in reconstituted yeast, primary screen, luminescence, uHTS; inhibition, % at 10 µM; hit rate 0.39% among 330,000; Yeast reconstituted NLRP3/ASC/caspase-1, beta-gal luminescence, 24 h; AID 2825, 2010;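 active = inhibition of 50% or more; inactive = inhibition below 50%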;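 also: plate controls were induced DMSO wells for no effect and uninduced yeast grown without galactose for full effect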
# APJ antag: antagonists of human apelin receptor APJ, primary screen, CHO-K1 cells, beta-arrestin complementation, luminescence. P35414. inhibition, % at 20 µM. hit rate 0.32% among 330,000. AID 2521, 2010;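 active = inhibition above about 40% at 20 µM, limit read from the data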;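 also: cells challenged with 10 nM apelin-13 agonist together with compound; plate controls were apelin-13 plus DMSO wells for no effect and DMSO wells lacking apelin-13 for full effect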
# Starred values were filed as active, the others as inactive; · = no result given.
SMILES,TIM10 inh,tim23-1 inh,tim10-1 inh,APJ agonist,MIN6 prolif,GRIN3A LBD mod,MPTP block,NALP3 yeast inh,APJ antag
COc1ccc(OC)c(NC(=O)C2CCN(S(C)(=O)=O)CC2)c1,-1,0,-3,2,-4,-1,0.9,20,-5
CC(C)=CC(=O)OCC(=O)Nc1ccc(Cl)cn1,-4,13,6,-3,-3,1,0.5,21,-14
CCCCC(=O)N1CCCC(C)C1 (stereo not given),-10,-6,8,-4,0,·,-0.2,4,7
Cc1ccc(S(=O)c2ccc(C)cc2)cc1,0,-6,3,-4,-1,2,0.5,-19,12
CCN(CC)CCOC(=O)C(Cc1cccc2ccccc12)CC1CCCO1 (stereo not given),16,-1,14,-4,-5,0,-1.2,20,9
Cc1ccc2c(CN(C)Cc3cccc(F)c3)cc(=O)oc2c1,7,16,6,-2,1,0,0.9,37,9
COCCNC(=O)C(=O)NCC(c1ccc2c(c1)OCO2)N1CCN(c2ccc(F)cc2)CC1 (stereo not given),9,14,3,-3,-5,3,0.0,13,-7
COc1ccc(NC(=O)C(=O)Nc2cccc3ccccc23)c(OC)c1,-10,-5,-1,0,-1,0,1.2,1,14
COc1cc(Cl)ccc1OCc1cc(C(=O)N(C)C2CCOC2)no1 (stereo not given),2,-3,14,-3,3,-2,-1.8,10,-22
N#Cc1c(SCC(=O)Nc2nc3ccc(Br)cc3s2)sc2c(O)cc(=O)[nH]c12,-27,8,6,0,0,18*,-0.7,15,-20
COc1ccc(S(=O)(=O)N2CCOCC2)cc1NC(=O)c1cc2c(s1)CCCC2,2,32,26,-1,-1,-1,0.2,3,-13
O=C(NCCCN1CCCC1=O)C1CCN(S(=O)(=O)c2cccc(Cl)c2Cl)CC1,-7,-9,-5,-3,-1,0,1.9,4,2
CC(=O)Nc1ccc(CN2CCCC(C(=O)c3cccc(C(F)(F)F)c3)C2)cc1 (stereo not given),9,16,1,-4,1,0,-0.2,16,-4
Cc1cccc(NC(=O)CN2C(=O)S/C(=C\c3ccc(O)c([N+](=O)[O-])c3)C2=O)c1,-23,7,-2,-6,-2,1,2.0,29,31
CC(NS(C)(=O)=O)C(c1cccs1)N1CCN(c2ccccc2F)CC1 (stereo not given),21,25,20,-2,0,-15,1.4,25,-6
Cc1ccc(OCC(=O)N(C)CC(=O)Nc2ccccc2Cl)c([N+](=O)[O-])n1,9,16,1,-1,-2,-1,-1.1,-2,-1
COc1cccc(NC(=S)NCc2cccs2)c1,4,-1,-2,1,4,1,-0.7,3,-3
CC1CCCN(C(=O)NC2CC(=O)N(c3ccc4c(c3)OCCO4)C2)C1 (stereo not given),3,20,7,4,-3,3,-0.1,10,8
Cc1nn(C(=O)N2CCOCC2)c(C)c1CN1C(=O)c2ccccc2C1=O,-1,21,25,-2,2,-4,0.7,4,-4
Cc1ccc(C(=S)N2CCN(Cc3ccccc3)CC2)s1,22,26,-9,-4,-2,2,-0.8,6,-7
O=C(Nc1ccccc1)OC1CCS(=O)(=O)C1 (stereo not given),-15,-2,15,-1,-1,1,19,3,-13
CCN(CC)CCCNC(=O)c1oc2ccc3c(c2c1C)C(O)CC(C)(C)O3 (stereo not given),10,12,16,0,-4,0,-0.4,-1,0
CCCP(=O)(CCC)CCP(=O)(c1ccccc1)c1ccccc1,8,10,4,-1,0,-5,1.8,20,-9
COc1ccc(CC(=O)OCC(=O)N2CCCC(C)C2)cc1 (stereo not given),-17,8,-7,0,2,1,0.4,16,0
Cc1ccc(O)c(C(=O)c2cnc3c(c2)CN(C)C(=O)N3)c1,7,4,11,-4,-3,0,-2.3,18,10
CSc1nc2c(ccc3ccccc32)o1,-4,7,10,-6,-1,2,0.0,-13,-12
O=C(NC1CCCCC1)c1ccc2c(c1)S(=O)(=O)c1ccccc1C2=O,11,5,4,11,8,-1,-2.3,10,-16
Cc1cc2nsnc2c(S(=O)(=O)N2CCN(C)CC2)c1C,-15,16,17,-4,0,0,-0.4,35,6
CCOC(=O)c1[nH]c(C)c(C(=O)OCC(=O)NC2CCS(=O)(=O)C2)c1C (stereo not given),-19,-4,7,-1,-3,1,1.8,11,-18
Cc1ccc(NC(=O)N2CCN(C(=O)C3CCCO3)CC2)cc1 (stereo not given),4,-10,-21,0,-4,-1,0.4,14,-37
Cc1cc(C(F)(F)F)nn1CC(=O)Nc1ccc(Br)c2cccnc12,6,5,15,-4,-1,2,0.8,9,9
CCC(=O)c1ccc(OCc2ccc(C#N)cc2)cc1,-4,1,-11,0,3,1,-0.4,37,-5
CCCCNC(=O)CCNC(=O)c1ccc(C(C)(C)C)cc1,0,7,14,-2,-1,2,0.2,-4,-3
COc1ccc(-c2csc(NC(=O)CS(=O)(=O)c3ccccc3)n2)cc1,20,47,35,7,-1,·,-0.8,-3,0
COc1ccc(NC(=O)/C(=C\c2ccc(OC)c(OC)c2)NC(=O)c2ccco2)cc1,-5,8,-5,3,-2,2,-1.6,10,8
CCCN1C(=O)C(O)(C2COC(C)(C)CC2=O)c2ccccc21 (stereo not given),-8,10,-1,-1,-4,1,-3.4,0,-7
S=C(Nc1cccc2ccccc12)N1CCN(c2ncccn2)CC1,-7,8,8,-1,-1,0,-2.0,-8,3
Cc1nc(=O)c(-c2ccccc2)c(C)n1-c1ccc(S(N)(=O)=O)cc1,-9,0,-2,-1,-1,1,-0.9,10,-14
N#Cc1cc(Oc2cccc3cccnc23)c(-n2nnc3ccccc32)cc1C#N,32,34,48*,3,-6,-2,-1.9,14,-9
Cc1ccc(C)n1-c1ccc(C(=O)O)cc1,-2,1,15,-5,-1,·,·,-11,0
CCN(c1cc(C)cc(C)c1)S(=O)(=O)c1nnc(NC(=O)C(C)C)s1,-14,16,14,1,-2,-2,0.8,-1,-6
CC1=C(C(=O)OC(C)C)C(c2ccc3c(c2)OCO3)NC(=O)N1 (stereo not given),-7,0,-5,1,-2,3,1.8,22,11
CCOc1ccc(-c2cc(CCCC(=O)N3CCN(c4ccc(OC)cc4)CC3)no2)cc1,-6,2,4,-2,1,-4,23,14,3
C/C(=N\NC(=O)c1c(Cl)cnn1C)c1ccc(NC(=O)c2ccncc2)cc1,0,6,18,2,-1,-13,-12,2,5
Nc1nc(SCc2c(Cl)cccc2Cl)n[nH]1,-17,11,2,-7,0,0,1.7,18,-14
O=C(c1ccc(S(=O)(=O)N2CCC(c3nc4ccccc4[nH]3)CC2)cc1)N1CCOCC1,-10,-2,13,-4,1,2,-0.5,11,-6
COc1ccc(C(=O)N(Cc2nc(-c3ccc(C)cc3)no2)C2CCCCC2)cc1OC,18,38,6,-5,-4,0,0.0,13,16
Cc1ccc(-n2c(C)nc3c(cnn3-c3ccccc3Cl)c2=O)cc1C,6,38,31,1,-2,0,0.2,20,9
CCN(CC(=O)Nc1c(F)cccc1F)C(=O)c1cc([N+](=O)[O-])ccc1N1CCCCC1,11,15,17,1,4,0,-0.5,7,-5
O=C(CN1C(=O)S/C(=C\c2cccs2)C1=O)Nc1ccc(O)cc1C(=O)O,6,1,-18,-4,-2,0,-1.6,3,0
COc1ccccc1N1CCN(C(=O)C(=O)c2cn(CC(=O)N3CCCC3)c3ccccc23)CC1,1,6,-1,9,0,-1,-0.2,13,14
CCC(C)NC(=O)C1c2ccccc2C(=O)N1Cc1ccc(F)cc1 (stereo not given),6,-2,-2,-2,-3,-1,2.5,12,16
CCc1nnc(NC(=O)C2=CCN(S(=O)(=O)c3ccc(F)cc3)CC2)s1,3,-9,11,-5,3,-1,-1.0,-8,4
COc1cc(C(CC(=O)Nc2ccccn2)N2Cc3ccccc3C2=O)cc(OC)c1OC (stereo not given),9,6,5,0,-4,1,-1.3,10,1
CCOC(=O)CN1CC23C=CC(O2)C(C(=O)NCc2ccccc2OC)C3C1=O (stereo not given),3,3,-8,-6,-3,1,-2.3,11,-42
Cc1ccc(NC(=S)NCc2ccccc2)cc1[N+](=O)[O-],25,21,28,0,-4,-11,99*,6,20
Cc1ccc(Cn2cc(/C=C/C(=O)O)c(-c3ccccc3)n2)cc1,5,18,7,-3,-3,-1,-2.4,20,-13
CC(C)NS(=O)(=O)c1ccc(OCC(=O)N2CCc3ccccc3C2)cc1,-11,3,-14,0,0,0,0.1,25,0
Cc1ccc(NC(=S)N2CCCCC2CO)cc1C (stereo not given),0,8,-8,-3,-3,0,0.8,27,-13
O=C(Nc1nc2ccc(SC(F)F)cc2s1)c1ccc(NS(=O)(=O)c2ccc(F)c(F)c2)cc1,8,3,12,0,-5,47*,19,7,-7

# (more compounds)
SMILES,TIM10 inh,tim23-1 inh,tim10-1 inh,APJ agonist,MIN6 prolif,GRIN3A LBD mod,MPTP block,NALP3 yeast inh,APJ antag
CCN(CC)S(=O)(=O)c1ccc(-c2csc(C)n2)cc1,-9,15,-16,-1,-2,2,1.3,14,14
O=C1c2ccccc2C(=O)N1OCc1cccc(Cl)c1,13,11,8,-5,0,5,3.3,25,15
Cc1nc(C(C)NC(=O)c2ccc(OC3CCN(Cc4ccccn4)CC3)cc2)c(C)s1 (stereo not given),6,4,-1,0,1,-2,-2.2,-8,-15
COc1ccc2nc(SCc3cnc(C)nc3N)[nH]c2c1,6,0,19,-1,0,0,-0.9,8,-13
O=C(CN1C(=O)C2C3C=CC(C3)C2C1=O)Nc1nc(-c2ccccn2)cs1 (stereo not given),0,-4,-3,-2,-3,18*,-1.8,2,6
COc1cc2c(cc1NC(=O)CN1CCN(S(=O)(=O)c3ccc(C)cc3)CC1)oc1ccccc12,-14,-8,12,-2,-2,2,1.2,10,-8
Nc1ncnc2c1ncn2[C@@H]1O[C@H](CO)C[C@@H]1O,-2,56*,37,-1,-8,·,·,44,6
CN1CCN(C(=S)NC(=O)c2cccc(S(=O)(=O)N(C)C)c2)CC1,17,12,7,-1,-3,-4,1.7,-1,6
Nc1ccc(NC(=O)c2ccc(C(=O)Nc3ccc(N)cc3)cc2)cc1,-43,-32,-40,-2,1,-1,-0.6,10,-36
CC(O)Cc1nsc(NC(=O)c2cccs2)n1 (stereo not given),3,9,5,-3,-5,-1,-1.3,7,-39
O=C(NC1CC1)c1cc2ccccc2o1,-7,8,-29,-4,-1,1,0.0,24,2
Cc1cccc(CC(=O)NCCS(=O)(=O)N2CCN(c3cccc(Cl)c3)CC2)c1,22,25,21,-4,-4,0,-2.8,19,10

# Reformatted: 2 of the compounds above.
compound: O=C(c1ccc(S(=O)(=O)N2CCC(c3nc4ccccc4[nH]3)CC2)cc1)N1CCOCC1
  TIM10 inh: -10	tim23-1 inh: -2	tim10-1 inh: 13	APJ agonist: -4	MIN6 prolif: 1	GRIN3A LBD mod: 2	MPTP block: -0.5	NALP3 yeast inh: 11	APJ antag: -6
compound: COc1ccc(C(=O)N(Cc2nc(-c3ccc(C)cc3)no2)C2CCCCC2)cc1OC
  TIM10 inh: 18	tim23-1 inh: 38	tim10-1 inh: 6	APJ agonist: -5	MIN6 prolif: -4	GRIN3A LBD mod: 0	MPTP block: 0.0	NALP3 yeast inh: 13	APJ antag: 16
